# HCMV inh = qHTS Assay for inhibitors of the human cytomegalovirus (HCMV) | activity change, negative = inhibition, % at 57.5 µM | AID 1259415, 2018 | 410,000 tested, 4.5% active | HFF cells, HCMV-luciferase reporter, 72 h; active compounds read low; in the data active = activity change below about -60%; inconclusive = no clear call, values can overlap the other calls; inactive = above about -39%
#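 Cell-based, HFFs, 1000 cells/well, 16 h 37C; cpds in DMSO + HCMV-luc, MOI 1 PFU/cell; 72 h 37C; OneGlo luminescence after 5 min RT; norm. to buffer vs Salinomycin 10uM.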
# AMA1-RON2 inh = qHTS for Inhibitors of AMA1-RON; Towards Development of Antimalarial Drug Lead: Primary Screen; 360,000 tested, 0.2% active; Potency, µM (series often up to 58.2 µM), without a hit: at the top dose activity change, negative = inhibition, most hits filed as inhibitors; AlphaScreen AMA1-biotinylated RON2 peptide binding; AID 720542, 2013; Plasmodium falciparum AMA1 (3D7) - RON2 peptide interaction;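 note: potency is the fitted concentration of half-maximal effect; 0% = vehicle wells and -100% = peptide control; nearly all actives have a fitted effect of over 45% in size; some results filed as inactive show a strong effect at the top dose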
#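 AMA1 (3D7) with his tag at 25 nM final met compounds first, then biotinylated RON2 peptide at 25 nM; detection used donor plus acceptor beads, 10 µg/mL apiece, read by AlphaScreen after 30 min at room temperature.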
# Giardia FBPA inh = qHTS Assay for Inhibitors of Fructose-1,6-bisphosphate Aldolase from Giardia Lamblia | A8B2U2 | purified Giardia FBPA | Potency, µM (doses to about 59.6 µM), for the others: at the top dose activity, negative = inhibition, hits mostly inhibitors | 290,000 tested, 0.71% active | AID 2451, 2010; note: potency is the fitted concentration of half-maximal effect; nearly all actives have a fitted effect of over 55% in size
# Target sequence (A8B2U2 whole entry, looked up): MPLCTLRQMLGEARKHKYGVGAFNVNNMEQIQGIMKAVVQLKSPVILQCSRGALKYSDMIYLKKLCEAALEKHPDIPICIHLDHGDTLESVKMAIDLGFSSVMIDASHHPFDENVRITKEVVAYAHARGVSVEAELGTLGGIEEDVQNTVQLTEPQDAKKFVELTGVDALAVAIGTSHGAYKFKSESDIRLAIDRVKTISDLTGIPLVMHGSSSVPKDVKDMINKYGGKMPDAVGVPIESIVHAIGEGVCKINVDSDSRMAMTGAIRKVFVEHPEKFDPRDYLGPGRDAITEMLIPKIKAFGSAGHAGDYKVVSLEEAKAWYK
#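 40 nM FBPA preincubated 10 min at RT with compound (up to 57.5 uM final), then substrate plus GAPDH/TPI/NAD/arsenate coupling and diaphorase/resazurin added. Fluorescence read after 20 min at RT, 525/598 nm.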
# Sm TGR inh = qHTS Assay for the Inhibitors of Schistosoma Mansoni Peroxiredoxins | 360,000 tested, 3% active | AID 485364, 2010 | Schistosoma mansoni thioredoxin glutathione reductase (TGR), Q962Y6 | Potency, µM (top dose mostly 114 µM), for the others: top-dose activity change, negative = inhibition, usual class: inhibitors | purified TGR, DTNB reduction, TNB absorbance 405 nm; note: potency is the fitted concentration of half-maximal effect; nearly all actives have a fitted effect of over 60% in size
#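 Kinetic colorimetric format: TGR-catalysed, NADPH-driven DTNB reduction monitored via TNB absorbance. Enzyme dispensed at 20 nM; compound exposure 15 min at room temperature before reaction start.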
# AmpC detergent = qHTS Inhibitors of AmpC Beta-Lactamase (assay with detergent). P00811. AmpC hydrolysis of nitrocefin, absorbance 480 nm, 0.01% Triton. Potency, µM (highest dose often 114 µM), for inactives: at the highest dose activity change, negative = inhibition, actives largely listed as inhibitors. 370,000 tested, 0.041% active;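 note: potency is the fitted concentration of half-maximal effect; 0% = no-compound wells and -100% = no-enzyme wells; nearly all actives have a fitted effect of over 25% in size; some results filed as inactive show a strong effect at the top dose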
# Target sequence (P00811 whole entry, looked up): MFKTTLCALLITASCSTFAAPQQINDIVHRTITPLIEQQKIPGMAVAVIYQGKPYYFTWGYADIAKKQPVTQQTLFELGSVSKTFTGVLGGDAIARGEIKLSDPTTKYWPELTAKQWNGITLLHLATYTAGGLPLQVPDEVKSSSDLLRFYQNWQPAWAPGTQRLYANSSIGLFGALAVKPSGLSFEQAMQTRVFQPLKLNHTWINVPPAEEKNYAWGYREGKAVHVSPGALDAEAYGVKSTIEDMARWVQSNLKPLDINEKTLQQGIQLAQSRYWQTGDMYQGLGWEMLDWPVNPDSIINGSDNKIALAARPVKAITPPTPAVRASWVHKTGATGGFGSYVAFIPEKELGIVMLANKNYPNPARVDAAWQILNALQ
#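 20 mM phosphate pH 7.0 + 0.01% (detergent screen) or 0.0001% Triton X-100; 5.3 nM AmpC reagent; cpd preinc 15 min RT; nitrocefin (800 uM stock) to start; A480 q20 s × 4 min; Activity was normalised to no-enzyme and no-compound control wells.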
# AmpC inh no detg = qHTS Inhibitors of AmpC Beta-Lactamase (assay without detergent); P00811; AmpC nitrocefin hydrolysis, absorbance 480 nm, 0.0001% Triton; Potency, µM (series often up to 57.1 µM), without a hit: at the top dose activity change, negative = inhibition, actives largely listed as inhibitors; 330,000 tested, 0.52% active; AID 485341, 2010;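 note: potency is the fitted concentration of half-maximal effect; plate controls were no compound for no effect and no enzyme for full effect; nearly all actives have a fitted effect of over 20% in size; some results filed as inactive show a strong effect at the top dose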
#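 20 mM phosphate pH 7.0 + 0.01% (detergent screen) or 0.0001% Triton X-100; 5.3 nM AmpC reagent; cpd preinc 15 min RT; nitrocefin (800 uM stock) to start; A480 q20 s × 4 min; Activity was normalised to no-enzyme and no-compound control wells.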
# An asterisk follows results filed as active; ? = inconclusive; nt = not tested or not shown; [ ] = dose if it differs, or a comment. Unless noted, calls come from the whole dose curve; as a rule, active = well fitted curve in the direction sought with a large enough effect; inconclusive = small, poorly fitted or top-dose-only effect, or another doubt; inactive = no such curve, though single readings can be large; an effect the other way counts as inactive or inconclusive. Unless noted, % is set by controls: 0 for no effect and ±100 for the full control effect. Rows are unselected (roughly 7.8% active in at least one column).
SMILES,HCMV inh,AMA1-RON2 inh,Giardia FBPA inh,Sm TGR inh,AmpC detergent,AmpC inh no detg
O=C(Cn1nc(-c2ccccc2)c2ccccc2c1=O)Nc1ccccn1,-61*,-6%,-4%,-3%,-4%,-23%
CCn1cc(S(=O)(=O)c2ccc(C)cc2C)c(=O)c2cc(F)c(N3CCCC3)cc21,-9,nt,nt,-7%,26%,nt
Nc1nonc1-n1nnc(C(=O)N/N=C/c2ccc(Cl)cc2Cl)c1CN1CCCCC1,9,6%,-8%,-1%,?,-16%
COc1ccc(C(OCC(O)CN(C)C2CCCCC2)c2ccc(OC)cc2)cc1 (stereo not drawn),-21,3%,12%,-18%,-6%,60%[activator]
CC(C(=O)N1CCc2ccccc21)N1CCN(c2ccccn2)CC1 (stereo not drawn),21,-13%,0%,-9%,?,8%
Cc1ccc(-c2nc(C)c(CCNC(=O)c3ccco3)s2)cc1,64,nt,nt,?,3%,nt
COc1ccccc1NC(=O)CCNC(=O)c1ccc(C)cc1,-6,2%,1%,3%,-3%,6%
O=C(NC(C1CC1)C1CC1)C1CCC(=O)N(CCCN2CCCC2=O)C1 (stereo not drawn),-28,2%,-6%,3%,-1%,-5%
Cc1ccc(N2C(=O)C(NC(=O)c3c(F)cccc3F)(C(F)(F)F)C3=C2CC(C)(C)CC3=O)cc1 (stereo not drawn),-30,-19%,1%,6%,-12%,65%[activator]
O=C(N/N=C/c1cccnc1)c1cccc(F)c1,27,20%,-8%,9%,?,-8%

# Limited to AmpC detergent, for 2 of the compounds above:
canonical_smiles | AmpC detergent
COc1ccc(C(OCC(O)CN(C)C2CCCCC2)c2ccc(OC)cc2)cc1 (stereo not drawn) | -6%
CC(C(=O)N1CCc2ccccc21)N1CCN(c2ccccn2)CC1 (stereo not drawn) | ?

# New compounds follow:
SMILES,HCMV inh,AMA1-RON2 inh,Giardia FBPA inh,Sm TGR inh,AmpC detergent,AmpC inh no detg
C=CCN(c1ccccc1)S(=O)(=O)c1cccc(C(=O)OCC(=O)NC2CC2)c1,-21,0%,7%,-1%,1%,67%[activator]
CCc1ccc(NC(=O)C2CCN(C(=O)[C@@H]3Cc4ccccc4CN3)CC2)cc1,-3,0%,?,8%,0%,76%[activator]
O=C1NC(c2ccncc2)C(C(=O)c2cccs2)C(O)(C(F)(F)F)N1 (stereo not drawn),46,6%,2%,-1%,3%,-14%
NS(=O)(=O)c1ccc(NC(=O)COC(=O)c2cc([N+](=O)[O-])ccc2Cl)cc1,?,-6%,-3%,-30%,4%,-28%
CCOC(=O)c1[nH]c(C)c(C(=O)OCC(=O)NC2CCS(=O)(=O)C2)c1C (stereo not drawn),-8,-6%,0%,17%,7%,-21%
Cn1nnnc1Sc1ccc([N+](=O)[O-])cc1Cl,?,13%,2%,-15%,-2%,-23%
Cc1ccc(S(=O)(=O)N2CCC(C(N)=O)CC2)cc1[N+](=O)[O-],1,0%,1%,0%,?,-18%
O=C(Nc1ccc(F)cc1)c1ccc2[nH]c(=O)c(=O)[nH]c2c1,-24,8%,-20%,-9%,?,-15%
O=C(Cn1c(=O)n(CC2CCCO2)c(=O)c2ccccc21)c1ccc(Cl)c(Cl)c1 (stereo not drawn),5,-4%,8%,0%,-7%,-26%
COc1cc(NC(=O)C2CCCCC2)c2ncccc2c1,24,21%,-19%,3%,?,-10%
COc1ccc(SCc2noc(C(=O)NCC3CCCO3)c2C(=O)O)cc1 (stereo not drawn),3,1%,4%,0%,-1%,-24%
O=C1CCc2cc(S(=O)(=O)Nc3ccccc3)cc3c2N1CCC3,-4,1%,nt,-2%,?,-25%
CCOC(=O)Nc1cc(NC(=O)OCC)c(C)nc1C,-8,-2%,6%,16%,-3%,2%
CCOC(=O)c1sc2nc(C)nc(NCCc3ccc(S(N)(=O)=O)cc3)c2c1C,-26,2%,-5%,-4%,-10%,-22%
Cc1cc(C)c(C(CC(=O)c2cccs2)C(C#N)C#N)c(C)c1 (stereo not drawn),?,-11%,-11%,-21%,-4%,-28%
CCOc1ccc(-n2cc(-c3ccccc3)c3c(NCCc4ccccc4)ncnc32)cc1,-10,nt,nt,4%,7%,nt
N#CCCCn1c(=O)oc2ccccc21,-11,26%,0%,nt,-6%,-4%
CN(CC(=O)Nc1ccccc1Cl)CC(=O)N1CCc2ccccc21,-18,6%,nt,3%,3%,64%[activator]
CCN(CC)C(=O)COc1ccc2c3c(c(=O)oc2c1)CCCC3,27,-5%,-5%,-14%,-13%,-2%
O=C(O)c1cc(-c2ccc(N3CCOCC3)cc2)nn1-c1ccccc1Cl,-15,15%,-13%,-3%,-3%,-22%
C[C@H](NS(=O)(=O)c1ccccc1F)C(=O)OCC(=O)N1CCc2ccccc21,-4,4%,2%,4%,-4%,-9%
CCCOc1ccc(CNC(=O)C(NS(=O)(=O)c2cccs2)C(C)C)cc1 (stereo not drawn),-3,nt,nt,?,10%,nt
Cc1ccccc1NC(=O)CSc1nnc(Cc2ccccc2)o1,31,-6%,3%,0%,?,-22%
COc1cc(C)ccc1OCc1cc(C(=O)N(Cc2nccn2C)C(C)C)no1,105,13%,nt,2%,5%,45%
Cc1ccc2c(c1)cc1c(=O)n(CC(=O)NC(C)CCc3ccccc3)nc(C)n12 (stereo not drawn),-8,nt,nt,4%,23%,nt
CCn1nnnc1SCC(=O)N1c2ccccc2NC(=O)CC1C (stereo not drawn),3,1%,nt,-4%,5%,-9%
C/C=C(\NC(C)=O)c1ccccc1,1,0%,nt,?,-1%,-16%
O=C(COC(=O)CCS(=O)(=O)c1ccccc1)Nc1ccccc1,-5,6%,nt,8.9µM*,-19%,-13%
COc1ccc(-n2cnnc2SCC(=O)Nc2nc(C)c(Cl)cc2Cl)cc1,-11,29%,3%,0%,-15%,4%
O=C(CSc1nnc(CNC(=O)c2ccccc2F)o1)NC1CCCCC1,-13,2%,nt,0%,-13%,-8%

# Record cards, as listed above. Values in the order: HCMV inh, AMA1-RON2 inh, Giardia FBPA inh, Sm TGR inh, AmpC detergent, AmpC inh no detg
# Results for `COc1ccc(-n2cnnc2SCC(=O)Nc2nc(C)c(Cl)cc2Cl)cc1` = -11, 29%, 3%, 0%, -15%, 4%
# Results for `O=C(N/N=C/c1cccnc1)c1cccc(F)c1` = 27, 20%, -8%, 9%, ?, -8%
# Results for `COc1ccccc1NC(=O)CCNC(=O)c1ccc(C)cc1` = -6, 2%, 1%, 3%, -3%, 6%

# Other compounds:
SMILES,HCMV inh,AMA1-RON2 inh,Giardia FBPA inh,Sm TGR inh,AmpC detergent,AmpC inh no detg
COc1ccc(CCNC(=O)c2ccc3c(c2)CCN3S(=O)(=O)c2ccc(C)cc2)cc1OC,?,nt,nt,-1%,2%,nt
O=C(NNC1=C(C(=O)C(F)(F)F)CCC1)c1ccc(Br)cc1,?,73%[activator],-7%,-20%,4%,-32%
CCS(=O)(=O)c1nc(S(=O)(=O)c2ccc(Cl)cc2)c(N2CCN(CCO)CC2)s1,-66*,1%,nt,-3%,2%,78%[activator]
Cc1ccc(-c2nc(C3CCN(S(C)(=O)=O)CC3)no2)cc1,3,-9%,3%,-8%,?,49%
Cc1cc(OCC(=O)Nc2ccncc2)ccc1Cl,-30,-4%,4%,-5%,3%,-27%
COc1cc(C(=O)NNC(=O)COc2ccc(Cl)cc2)ccc1OCC(=O)N1CCOCC1,-5,9%,nt,2%,0%,-12%
CCOCCOCN(C#N)c1nc(OC)nc(N(C)C)n1,63,7%,3%,-1%,3%,-22%
CC1CCCC(C)N1/N=C/c1ccc(C#N)cc1 (stereo not drawn),47,?,-1%,14%,2%,-22%
C=CCc1cccc2cc(C(=O)NCCc3c(C)[nH]c4c(C)cccc34)c(=O)oc12,6,nt,nt,0%,2%,nt
Cc1noc(C)c1COc1ccc(C(=O)NNC(=O)c2ccccc2F)cc1,nt,55%[activator],nt,2%,0%,-9%
Cc1ccc(-c2nc(N/N=C/c3ccncc3)c3ccccc3n2)cc1,100,33%[activator],17%,2%,11%,9%
CCOC(=O)N1CCN(C(=O)CCc2ccc(S(=O)(=O)NC(C)C)cc2)CC1,52,-4%,5%,0%,1%,7%
CN=c1sc2ccccc2n1CC(O)COc1ccccc1 (stereo not drawn),-28,-13%,0%,5%,-14%,1%
Cc1ccc(NC(=O)C2CCC(CNS(=O)(=O)c3ccc4c(c3)C(C)(C)C(=O)N4C)CC2)cc1 (stereo not drawn),-2,nt,nt,-5%,-4%,nt
CC(C)(C)c1ccc(CCC(CC(=O)O)CC(=O)O)cc1,-21,-1%,3%,?,-8%,-22%
COc1cc(-c2noc(-c3cc(C(C)C)[nH]n3)n2)cc(OC)c1OC,-16,nt,nt,12%,0%,nt
CCOC(=O)Cc1ccc(NS(=O)(=O)c2ccc(SC)cc2)cc1,-15,1%,20%,-8%,-10%,-36%
CC(C)NC(=O)C1CCN(C2CCN(Cc3cn[nH]c3-c3ccccc3)CC2)CC1,?,-2%,1%,-1%,5%,-6%
C[n+]1ccccc1/C=C1\Sc2ccccc2N1CCO,?,-2%,-11%,1%,1%,-7%
CCc1ccccc1NC(=S)N(CCN1CCCCC1)Cc1ccco1,19,-3%,2%,-5%,?,-9%
O=C(C1=C[C@H](c2ccccc2)C[C@H](OCc2ccc(CO)cc2)O1)N1CCOCC1,-10,-1%,14%,?,-6%,57%
COc1ccc(NC(=O)c2sc(N3CCOCC3)nc2-c2ccccc2)c(OC)c1,-32,-22%,-6%,0%,-13%,151%[activator]
O=C(Nc1ccccc1-c1nc2ccccc2s1)C1=COCCO1,-13,17%,6%,8%,?,-17%
CCOC(=O)c1cnc(SC)nc1Nc1cccc2ccccc12,26,-3%,-4%,0%,?,-16%
COc1ccc(-c2cc(C(F)(F)F)n3nc(N)nc3n2)cc1,64,-4%,9%,-6%,-8%,-3%
Cc1c(NC(=O)/C=C/c2cn(-c3ccccc3)nc2-c2ccccc2)c(=O)n(-c2ccccc2)n1C,11,36%[activator],0%,6%,3%,1%
CC(Sc1nnc(Cc2cccs2)n1C)C(=O)Nc1ccc(C(N)=O)cc1 (stereo not drawn),-21,-2%,nt,-3%,-21%,-16%
O=C(O)CS(=O)CC(=O)NCc1cccc(C(F)(F)F)c1 (stereo not drawn),15,-14%,-1%,nt,-3%,2%
CCOC(=O)Cn1c(-c2ccccc2)nc2ccccc2c1=O,-95*,14%,4%,?,?,-4%
O=[N+]([O-])c1cc(CSC2=NCCN2)ccc1O,-15,0%,?,-1%,4%,-7%
COc1ccc(CNC(=O)CCCN2C(=O)NC3(CCCC3)C2=O)cc1,-18,-4%,nt,-13%,1%,-3%
O=C(COC(=O)C1=NNC(=O)CC1)NCCc1ccccc1,-12,-3%,nt,5%,-5%,-14%

# High-throughput results from PubChem.
